Source: PubChem BioAssay (several laboratories)
Mtb RmlCD inh – inhibitors of Mycobacterium tuberculosis RmlC and RmlD coupled enzymes | P9WH09+P9WH11 | RmlC+RmlD coupled enzyme assay, percent inhibition; primary screen in compound mixtures | inhibition, % at 3.6 µM | 0.03% of 160,000 active | AID 1533; in the data active = inhibition mostly above about 34%, no sharp cut-off; also: some results filed as inactive read as strong as hits
Target sequence (P9WH09 whole entry, looked up): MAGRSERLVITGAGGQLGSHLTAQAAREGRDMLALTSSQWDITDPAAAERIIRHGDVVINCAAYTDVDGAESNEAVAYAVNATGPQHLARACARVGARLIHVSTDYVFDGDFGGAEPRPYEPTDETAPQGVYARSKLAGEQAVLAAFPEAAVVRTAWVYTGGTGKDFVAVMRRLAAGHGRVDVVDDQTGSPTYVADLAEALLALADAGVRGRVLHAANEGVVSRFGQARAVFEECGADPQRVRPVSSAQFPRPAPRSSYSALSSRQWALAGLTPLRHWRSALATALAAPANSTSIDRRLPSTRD
Target sequence (P9WH11 whole entry, looked up): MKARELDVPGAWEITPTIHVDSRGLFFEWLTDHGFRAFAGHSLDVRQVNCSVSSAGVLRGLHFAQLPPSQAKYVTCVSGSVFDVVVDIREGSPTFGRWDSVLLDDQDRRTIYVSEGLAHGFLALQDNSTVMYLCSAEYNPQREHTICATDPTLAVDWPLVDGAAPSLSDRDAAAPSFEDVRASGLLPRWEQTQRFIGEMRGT
M. tuberculosis GlmU – inhibition of mycobacterial GlmU enzyme – biochemical, glucosamine-1-phosphate acetyltransferase (AID 1376). M. tuberculosis GlmU acetyltransferase enzyme assay; higher % means a stronger effect. one-dose inhibition, %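 (tested at 30 µM in the primary screen)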; IC50 in µM for titrated hits. 0.25% of 220,000 active; in the data active = inhibition above about 13%;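 also: 0% = complete reaction with vehicle and 100% = reaction without substrate; strong numbers were not always called active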
Numbers without * were called inactive; nt = no result given. Not all compounds are listed (hit frequency here may not be typical).

SMILES | Mtb RmlCD inh | M. tuberculosis GlmU
O=C(Nc1nnc(CCN2CCCCC2)s1)c1ccccc1 | -13.1 | 3.2%
O=C(COc1ccc(Cl)cc1Cl)Nc1ccccn1 | nt | -3.3%
CC1(CC(=O)N/N=C/c2ccc(-c3ccc(C(=O)O)cc3)o2)OCCO1 | -10.5 | 2.4%
C=CCn1c(SCc2nc3sc(C(=O)O)c(C)c3c(=O)[nH]2)nnc1-c1ccccc1 | 10.5 | -5.8%
CC(C)NC(=O)C(OC(=O)c1ccccc1)C(OC(=O)c1ccccc1)C(=O)O (configuration not stated) | 5.5 | -6.9%
Nc1nnc(SCC(=O)c2ccc3c(c2)NC(=O)CO3)s1 | nt | -2.9%
Cc1cc(C)c(CSc2ncnc3nc[nH]c23)c(C)c1 | -8.3 | 2.7%
CCOC(=O)c1[nH]c2ccc(OC)cc2c1NC(=O)C(C)N1CCC2(CC1)OCCO2 (configuration not stated) | -3.9 | -1.2%
CCC(=O)Nc1sc2c(c1C#N)CC(C)(CC)OC2 (configuration not stated) | 10.7 | -1.4%
CC(C)CCn1nnnc1C(c1ccccc1)N1CCC(C(N)=O)CC1 (configuration not stated) | -3.1 | -2.5%
Cn1nc(C(=O)NCc2cccs2)c2ccccc2c1=O | -9.6 | 2.1%
C/C(CC(=O)Nc1cccc(Cl)c1Cl)=N\NC(=O)c1ccccc1C | 10.9 | -10.6%
c1ccc(C(c2ccccc2)N2CCN(c3nc4ccccc4n4cnnc34)CC2)cc1 | nt | 0.8%
COC(C(=O)Nc1cccc([N+](=O)[O-])c1)c1ccccc1 (configuration not stated) | 4.7 | 1.5%
Cc1noc(C)c1S(=O)(=O)Nc1ccc(C(=O)N2CCC(C)CC2)cc1 | nt | -6.1%
CCSC1=C(C#N)C(c2ccc(C)o2)CC(=O)N1 (configuration not stated) | -2.6 | 1.4%
O=C(CC1SC(=Nc2ccc(O)cc2)NC1=O)Nc1ccccc1 (configuration not stated) | -0.8 | 4.3%
CCOC(=O)c1cc2sccc2n1CCCN1C(=O)c2ccccc2C1=O | nt | 1.9%
Cc1cc(C(=O)C(C)OC(=O)C2=NNC(=O)CC2)c(C)n1-c1ccc(OC(F)F)cc1 (configuration not stated) | -7.9 | 6.0%
O=C(CSc1ncnc2c1cnn2CCO)Nc1cccc(C(F)(F)F)c1 | 5.3 | 1.5%

The list goes on; it opens with the 2 that closed the last part.
SMILES | Mtb RmlCD inh | M. tuberculosis GlmU
Cc1cc(C(=O)C(C)OC(=O)C2=NNC(=O)CC2)c(C)n1-c1ccc(OC(F)F)cc1 (configuration not stated) | -7.9 | 6.0%
O=C(CSc1ncnc2c1cnn2CCO)Nc1cccc(C(F)(F)F)c1 | 5.3 | 1.5%
CC1CCC(NC(=O)C2CC(=O)N(c3ccc4c(c3)OCCO4)C2)CC1 (configuration not stated) | 5.1 | 2.1%
O=C(c1cc2c(s1)CCC2)N1CCN(c2ccccc2)CC1 | -6.2 | 3.2%
CCCCC1=CC2=CC(=O)C(C)(OC(=O)CC)C(=O)C2=CN1C1CCCC1 (configuration not stated) | -7.1 | 22.1%
O=C(CSc1cccc[n+]1[O-])N1CCCc2ccccc21 | 5.6 | -2.0%
O=C(NCc1cccs1)C1CC(=O)N(c2ccccc2)C1 (configuration not stated) | -5.3 | 0.1%
COC(=O)c1ccccc1NC(=O)c1ccc(F)cc1 | 10.0 | -0.2%
O=S(=O)(Nc1nc2ccccc2nc1NCc1ccco1)c1ccc(F)cc1 | nt | 6.5%
CCOC(=O)C1C(=O)C=C(c2ccc(C)cc2)CC1c1ccccc1 (configuration not stated) | 36.7 | 2.2%
CC(=O)c1ccc(NC(=O)CSc2nnc(Cn3cnc4ccccc43)o2)cc1 | 0.9 | 0.7%
OC(CNC1CCCC1)COc1ccc(-c2ccccc2)cc1 (configuration not stated) | nt | -10.6%

Laid out differently: five of the compounds above.
compound	Mtb RmlCD inh	M. tuberculosis GlmU
CCOC(=O)C1C(=O)C=C(c2ccc(C)cc2)CC1c1ccccc1 (configuration not stated)	36.7	2.2%
CC1CCC(NC(=O)C2CC(=O)N(c3ccc4c(c3)OCCO4)C2)CC1 (configuration not stated)	5.1	2.1%
O=C(c1cc2c(s1)CCC2)N1CCN(c2ccccc2)CC1	-6.2	3.2%
O=S(=O)(Nc1nc2ccccc2nc1NCc1ccco1)c1ccc(F)cc1	nt	6.5%
CCCCC1=CC2=CC(=O)C(C)(OC(=O)CC)C(=O)C2=CN1C1CCCC1 (configuration not stated)	-7.1	22.1%

Remaining list, next part.
SMILES | Mtb RmlCD inh | M. tuberculosis GlmU
COC(=O)c1c(S(C)(=O)=O)nc(-c2ccccc2)[nH]c1=O | nt | 7.4%
COCCNc1oc(COc2cccc(C)c2)nc1C#N | -18.1 | -3.2%
CCCCOC(=O)c1ccc(NC(c2ccc(C)cc2)P(=O)(OC)OC)cc1 (configuration not stated) | 2.2 | 2.3%
Nc1ccc(-c2cc(N)n(-c3ccccc3)n2)cc1 | nt | 0.1%
CCOc1ccc(NC(=O)CCCOc2cc(=O)n(C)c3ccccc23)cc1 | -0.8 | -2.4%
Cn1c(CN2CCCCC2)nc2cc(NC(=O)c3ccccc3)ccc21 | 6.2 | 1.4%
CC(=O)Nc1ccc(C(C#N)c2ccccc2)cc1 (configuration not stated) | 15.1 | 0.8%
CC(C)NC(=O)c1ccccc1NC(=O)C1COc2ccccc2O1 (configuration not stated) | nt | 0.6%
O=C(c1ccc(Cn2cc(Cl)cn2)cc1)N1CCN(c2ccccc2)CC1 | nt | -10.8%
O=C(NCc1ccco1)Nc1ccc2nsnc2c1 | nt | 6.0%
CC(C)Cn1c(N)c(C(=O)COC(=O)c2ccc(Cl)cc2)c(=O)n(C)c1=O | 8.1 | -0.4%
CCOC(=O)c1c(C)c(-c2ccccc2)n(CC(=O)NCCC(C)C)c1C | 5.1 | -7.5%
CSc1cc(-c2ccc(Cl)cc2)c(C(=O)N2CCCC2)s1 | 13.9 | 4.6%
Cc1nnc(N/N=C/C2CC=CCC2)[nH]c1=O (configuration not stated) | -3.1 | 0.3%
CNC(=O)NC(=O)COC(=O)/C=C/c1cccc(Br)c1 | 12.0 | 2.2%
Cn1c(=O)c2c(nc(N3CCCCC3)n2CCNC2=NCCC2)n(C)c1=O | -3.3 | 0.9%
NC(=O)c1nsc(C(=O)N(c2cccc(F)c2)C(C(=O)NCC2CCCO2)c2cccs2)c1N (configuration not stated) | -10.4 | -5.9%
Cc1cccc(NC(=O)C2CCN(c3nccc(C)n3)CC2)c1 | 1.1 | 3.1%
CC(C)OC(=O)CSc1nnc(-c2ccc(Cl)cc2Cl)n1N | nt | -1.0%
COC(=O)/C(C#N)=C/c1c(Oc2cccc(C)c2C)nc2ccccn2c1=O | 8.6 | 1.3%

A few values from the list:
M. tuberculosis GlmU, Cn1c(=O)c2c(nc(N3CCCCC3)n2CCNC2=NCCC2)n(C)c1=O : 0.9%
Mtb RmlCD inh, CC(C)Cn1c(N)c(C(=O)COC(=O)c2ccc(Cl)cc2)c(=O)n(C)c1=O : 8.1

Additional results:
SMILES | Mtb RmlCD inh | M. tuberculosis GlmU
COC(=O)c1cc2sccc2n1Cc1ccc(C)cc1 | nt | -3.7%
CC1(C)CC(=O)C(C=NCCN2CCOCC2)=C(O)C1 | nt | 1.9%
CC1=CCC(Cc2nc3ccccc3o2)C1(C)C (configuration not stated) | -7.8 | 1.8%
CCOc1cc(/C=C(/NC(C)=O)C(=O)O)cc(Cl)c1OCc1cccc(Br)c1 | -2.9 | -2.5%
CC(C)(C)c1nc2cc(Cl)c([N+](=O)[O-])cc2o1 | -9.2 | 4.9%
O=P(CO)(Cc1ccccc1)Cc1ccccc1 | -3.6 | -3.9%
Cc1ccccc1NC(=O)/C(C#N)=C\c1ccsc1 | -9.8 | 7.4%
COCCn1c(CN(Cc2ccccc2)Cc2ccccc2)nc2c1c(=O)n(C)c(=O)n2C | 3.3 | -8.6%
CC(C)NS(=O)(=O)c1ccc(OCC(=O)Nc2cccc3ccccc23)cc1 | 11.2 | -6.3%
COc1cc2nc(/C=C/c3ccc(N(C)C)cc3)sc2cc1SC | 12.8 | -2.6%
CCOC(=O)c1sc(-c2ccccc2)cc1NC(=O)CSc1nnnn1C | 12.4 | 4.6%
CCC(C)NC(=O)c1ccc(-n2c(=S)[nH]c3ccccc3c2=O)cc1 (configuration not stated) | 13.8 | -4.8%
CC[C@H](C)[C@@H](NC(=O)O[C@@H]1C(=O)c2cc(Br)ccc2O[C@H]1c1cccc(OC)c1)C(=O)OC | nt | -4.4%
CSc1cccc(NC(=O)c2nnn(Cc3ccccc3)c2N)c1 | -5.2 | 0.1%
O=C(CSc1nc2c([nH]c3ccccc32)c(=O)n1-c1ccccc1)N1CCOCC1 | -10.4 | -8.1%
CC1=CC(C)(C)N(C(=O)C(C)N2C(=O)c3ccccc3C2=O)c2c(C)cc(C)cc21 (configuration not stated) | 8.8 | nt
CC1=CC(C)C(C(=O)O)C(C(=O)Nc2cccnc2)C1 (configuration not stated) | 9.6 | 5.0%
CCOC(=O)c1ccccc1NC(=O)CN(c1ccccc1OC)S(C)(=O)=O | nt | 2.9%
CC1(C)Cc2ccccc2C(NN=C2CCCC2)=N1 | -18.5 | -0.8%
NC(=NC(=O)c1ccccc1)C1=C(O)CCC1=O | -3.5 | -1.8%

Ordered by heavy-atom count (high to low): some entries from above.
SMILES | Mtb RmlCD inh | M. tuberculosis GlmU
CCC(C)NC(=O)c1ccc(-n2c(=S)[nH]c3ccccc3c2=O)cc1 (configuration not stated) | 13.8 | -4.8%
CSc1cccc(NC(=O)c2nnn(Cc3ccccc3)c2N)c1 | -5.2 | 0.1%
NC(=NC(=O)c1ccccc1)C1=C(O)CCC1=O | -3.5 | -1.8%

Following part
SMILES | Mtb RmlCD inh | M. tuberculosis GlmU
CCCCOC(=O)C1=C(N)N2C(=O)C(C)SC2=C(C(=O)OCC)C1c1ccc(O)c(OC)c1 (configuration not stated) | nt | -6.7%
O=C1C=C(NNC(=O)c2cccnc2)CC(c2ccco2)C1 (configuration not stated) | 5.9 | -6.2%
Cc1ccc(NC(=O)c2noc3c2CCC3)cc1C | -9.6 | 7.6%
CC(=O)Nc1ccc(C(=O)N/C(=C\c2ccccc2)C(=O)Nc2cccc(C(=O)O)c2)cc1 | -15.6 | 3.8%
CCOc1ccc(S(=O)(=O)N(CC(=O)Nc2cc(C)on2)Cc2ccccc2Cl)cc1 | -4.1 | 4.5%
O=C(Cc1csc(Nc2nc(=S)[nH]c3ccccc23)n1)N1CCN(c2cccc(C(F)(F)F)c2)CC1 | 6.4 | -1.8%
COc1ccccc1N1CCN(C(=O)c2ccc(N3CCCC3=O)cc2)CC1 | -6.6 | 3.7%
CSc1nc(N)cc(=O)[nH]1 | -8.9 | 0.7%
N#Cc1c(N2CCCCC2)nc(N)c2c(N)nc3c(c12)CC(c1ccccc1)O3 (configuration not stated) | 75.5 | -4.8%
CCOC(=O)N1CCC(NS(=O)(=O)c2cc3c(cc2C)NC(=O)CO3)CC1 | 10.3 | 2.7%
CCn1c(-c2cccc(Br)c2)n[nH]c1=S | nt | 8.0%
COc1cc(C)cc(C(=O)O)c1C1=C(O)c2cccc(O)c2C(=O)C1=O | nt | 0.9%
N#CC1=C(N)Oc2c(ccc3ccccc23)C1c1ccsc1 (configuration not stated) | -8.3 | nt
COc1ccc(F)cc1S(=O)(=O)NC1CCCCCC1 | 4.8 | nt
CCOC(=O)c1c(C)nc(C)c(C(=O)OCC)c1-c1cccnc1 | -10.1 | 2.9%
COc1cc(CNCCc2ccc(S(N)(=O)=O)cc2)ccc1OCC(=O)N1CCCCC1 | -5.8 | 2.3%
Cc1ccccc1NCc1nnc2n1CCCCC2 | -5.5 | 0.8%
O=C(CCCC(=O)OCC(F)(F)C(F)F)Nc1ccc(NC(=O)CCCC(=O)OCC(F)(F)C(F)F)cc1 | nt | 5.3%
COc1ccc(C(=O)Cc2cc(OC)c(OC)cc2[N+](=O)[O-])c(OC)c1 | -1.6 | 2.9%
CN(Cc1ccccn1)Cc1nc(Cc2ccccc2Cl)no1 | 12.4 | 1.1%
CCOCc1c(C(=O)NC2CCCCCC2)oc2ccccc12 | -0.6 | 0.8%
CC1(C)C2CCC1(C)C(OCC[N+](C)(C)CC(=O)OC1CCCCC1)C2 (configuration not stated) | 2.4 | -9.0%
C=CCOc1ccc2oc(=O)cc(C)c2c1 | -11.5 | 3.9%
CN(C(=O)COC(=O)c1cc(Br)c(Br)s1)C1CCS(=O)(=O)C1 (configuration not stated) | 4.2 | 1.9%
O=C(COC(=O)CC(c1ccccc1)c1ccccc1)NCc1ccc(Cl)cc1 | 0.1 | -1.3%
C=CCN(Cc1cn(C)nc1-c1cccc(Cl)c1)C1CCS(=O)(=O)C1 (configuration not stated) | 5.5 | 0.3%
Cc1cc2c(NS(=O)(=O)c3ccc(F)cc3)cccc2nn1 | 32.5 | -2.3%
Cc1ccnc(N2CCN(C(=O)CSc3nc4ccccc4nc3N3CCCCC3)CC2)c1 | 10.9 | -2.9%
N#Cc1c(N)n(C2CCCCC2)c2nc3ccccc3nc12 | 27.3 | -14.0%
CC(C)c1ccccc1NC(=S)NC1CCN(Cc2ccccc2)CC1 | 65.4 | -0.4%
Cc1ccsc1C(=O)OCC(=O)Nc1cccc(S(=O)(=O)NC2=NCCCCC2)c1 | -6.9 | -3.5%
O=C(CSc1nc2ccccc2c(=O)n1-c1ccc(F)cc1)Nc1cc(S(=O)(=O)N2CCOCC2)ccc1Cl | -2.1 | -3.5%
O=c1c2c(nc3nc(NCc4cccc5ccccc45)[nH]n13)CCC2 | 2.2 | -0.2%
COc1ccc(CCNC(=O)/C(C#N)=C2\N=C(NC(=O)c3ccco3)c3ccccc32)cc1 | -5.7 | 2.4%
O=C(NCCN1CCOCC1)Nc1ccc(Cl)cc1 | nt | 0.8%
O=C1NC(=S)N/C1=C/C=C/c1ccccc1 | -6.7 | -5.7%
